# High-throughput results deposited in PubChem by several laboratories.
# C1s inh: human complement C1s inhibition; P09871; purified C1s, fluorogenic AMC substrate, pooled mixtures; mean inhibition % of two 10-compound mixtures (active compounds read high), % at 5 µM (by protocol); 62,000 compounds, 0.16% hits;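 active = inhibition above 20% in each of the two 10-compound mixture wells holding the compound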;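 also: 0% = enzyme wells lacking compound mixture and 100% = no-enzyme blank wells; some compounds called inactive have numbers as strong as hits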
# Target sequence (P09871 16-437 limits assumed): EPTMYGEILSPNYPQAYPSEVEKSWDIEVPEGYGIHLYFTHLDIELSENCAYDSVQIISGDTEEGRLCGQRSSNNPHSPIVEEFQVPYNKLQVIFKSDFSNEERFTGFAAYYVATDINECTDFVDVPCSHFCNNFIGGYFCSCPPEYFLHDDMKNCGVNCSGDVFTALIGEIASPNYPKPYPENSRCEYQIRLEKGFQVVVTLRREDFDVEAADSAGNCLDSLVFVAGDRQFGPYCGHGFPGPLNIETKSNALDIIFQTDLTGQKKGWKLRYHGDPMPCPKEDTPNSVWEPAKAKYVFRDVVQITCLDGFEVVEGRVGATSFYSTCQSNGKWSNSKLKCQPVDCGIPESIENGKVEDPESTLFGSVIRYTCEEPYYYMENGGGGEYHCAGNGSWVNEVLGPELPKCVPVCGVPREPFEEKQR
# Target sequence (P09871 438-688 limits assumed): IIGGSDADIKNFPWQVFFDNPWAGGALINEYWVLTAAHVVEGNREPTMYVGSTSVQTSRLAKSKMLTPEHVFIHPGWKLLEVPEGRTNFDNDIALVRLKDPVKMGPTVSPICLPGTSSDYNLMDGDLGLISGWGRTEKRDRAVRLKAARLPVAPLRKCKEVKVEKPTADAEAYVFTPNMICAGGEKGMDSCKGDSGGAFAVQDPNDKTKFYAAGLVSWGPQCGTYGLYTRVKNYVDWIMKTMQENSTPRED
# CatL block: inhibitors of human cathepsin L; P07711; purified cathepsin L, fluorogenic substrate, fluorescence; inhibition, %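 (tested at 10 µM)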; 58,000 compounds, 0.17% hits; AID 460; in the data active = inhibition above about 45%;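 also: 0% = enzyme with no compound and 100% = no enzyme blank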
# CatB block: human cathepsin B inhibition; P07858; purified cathepsin B, fluorogenic substrate, fluorescence; inhibition, %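 (tested at 10 µM)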; 63,000 compounds, 0.1% hits; in the data active = inhibition above about 21%;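 also: 0% = enzyme with no compound and 100% = no enzyme blank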
# A340 absorber: absorbance at 340 nm | compound absorbance at 340 nm, fold over control | AID 708 | fold change at 10 µM | 65,000 tested, under 10 active;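 active = at 10 µM dose, initial 340 nm absorbance at least 2 fold that of control wells; inactive = change under 2 fold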;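 also: initial absorbance extrapolated from kinetic A340 decline of NADH oxidation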
# CatB mix inh: human cathepsin B inhibition by mixtures | P07858 | Purified cathepsin B, AMC dipeptide fluorescence, compound mixtures | inhibition, %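 (ten-compound pools at 5 µM per compound and 50 µM total)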 | 62,000 compounds, 0.06% hits; in the data active = inhibition above about 22%, passing the limit was not always enough;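 also: 0% = enzyme without compound and 100% = no enzyme blank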
# FXIIa mix inh: inhibitors of human coagulation factor XIIa, pooled mixtures; P00748; purified FXIIa, fluorogenic substrate; inhibition, % at 5 µM; 62,000 compounds, 0.2% hits;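 also: 0% = enzyme without compound and 100% = no enzyme blank; some results filed as inactive read as strong as hits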
# FXIa mix inh: factor XIa (human) inhibition, mixture screen | purified FXIa, fluorogenic substrate, pooled mixtures | inhibition, % at 5 µM | 62,000 compounds, 0.19% hits;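 also: each value is inhibition by a whole ten-compound pool holding the compound; 0% = enzyme with no mixture and 100% = wells lacking enzyme; strong numbers were not always called active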
# CatG inh: blocks human cathepsin G enzyme activity | 62,000 compounds, 0.2% hits | P08311 | inhibition, % at 5 µM (by protocol) | purified enzyme, AMC-tetrapeptide fluorescence, pooled mixtures | AID 581;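 active = inhibition above 20% in each of the two mixture wells holding the compound; inactive = inhibition of 20% or less in either well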;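 also: 0% = enzyme control without mixture and 100% = blank lacking enzyme; strong numbers were not always called active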
# Target sequence (P08311 21-244 limits assumed): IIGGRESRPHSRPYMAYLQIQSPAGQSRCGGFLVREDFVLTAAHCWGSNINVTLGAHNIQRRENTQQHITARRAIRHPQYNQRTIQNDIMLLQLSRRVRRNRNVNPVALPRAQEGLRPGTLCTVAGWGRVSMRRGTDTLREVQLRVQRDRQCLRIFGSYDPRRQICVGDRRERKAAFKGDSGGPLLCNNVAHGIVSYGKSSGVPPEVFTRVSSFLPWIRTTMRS
# CatS block: blocks human cathepsin S protease activity | 62,000 compounds, 0.06% hits | recombinant cathepsin S, AMC dipeptide fluorescence, pooled mixtures | AID 501 | inhibition, %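 (tested at 5 µM per compound within 10-compound mixtures)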 | P25774; in the data active = inhibition above about 32%, passing the limit was not always enough;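 also: 0% = enzyme without compound and 100% = blank without enzyme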
# Numbers without * were called inactive; . = not tested or not shown. Rule as the data show it, unless noted: active = inhibition above about 20% (passing the limit was not always enough); inactive = the rest.
SMILES,C1s inh,CatL block,CatB block,A340 absorber,CatB mix inh,FXIIa mix inh,FXIa mix inh,CatG inh,CatS block
CC1CCN(C(=O)C2CCCN(S(C)(=O)=O)C2)CC1 (stereo not given),-28.5,20.7,4.2,0.99,-2.6,6.8,-6.0,1.9,4.6
c1ccc(-c2noc(-c3cccc4ccccc34)n2)cc1,-26.5,-7.2,5.9,1.02,3.2,4.5,3.4,-11.3,5.8
Cc1ccc(S(=O)(=O)Nc2cc(C(=O)NCCN(C)C)ccc2N2CCCCC2)cc1,12.7,20.5,2.2,0.99,3.2,3.1,4.6,8.7,2.0
Cc1cc(NC(=O)C2CC=CCC2C(=O)O)no1 (stereo not given),-8.2,8.4,7.8,1.02,8.1,1.8,1.8,12.0,16.5
C=CCOc1ccc(C(=O)N(Cc2ccc(N(C)C)cc2)C2CCS(=O)(=O)C2)cc1 (stereo not given),4.6,-23.2,-2.8,1.02,-1.6,2.3,10.2,4.6,-7.4
COc1ccc(C2CC(=O)c3c([nH]c(C(=O)OC(C)C)c3C)C2)cc1OC (stereo not given),-7.7,22.4,-3.8,1.02,-1.5,-13.6,3.8,0.2,0.7
CCOC(=O)c1[nH]cnc1C(=O)Nc1ccncc1,-230.5,.,4.0,1.04,-14.7,12.3,-29.3,-18.0,-19.1
CCOC(=O)C1CCN(C(=O)C2CCN(S(=O)(=O)c3cccc4cccnc34)CC2)CC1,0.3,-5.6,-2.6,1.07,-1.7,-18.0,5.1,-0.8,-2.3
CCCN1CN(Cc2ccccc2)CC2=C1CC(C)(C)CC2=O,-6.8,11.0,2.5,1.07,-1.1,-15.5,8.9,-7.4,0.4
Cc1ccc(N2C(N)=NC(N)=NC23CCCC3)c(C)c1,9.8,-1.9,-0.1,1,0.5,-3.5,3.9,-11.7,-7.7
COc1cc(NS(=O)(=O)c2ccc(F)cc2)c(C(=O)O)cc1OC,11.5,19.3,0.4,1.01,-5.8,-0.7,2.0,16.6,5.8
CSc1nc2ccc(NS(=O)(=O)c3ccc4c(c3)OCCO4)cc2s1,11.8,4.2,4.6,0.98,5.1,-16.3,2.1,11.0,3.4
COc1ccc(N2CCN(S(=O)(=O)c3cccc4cccnc34)CC2)cc1,15.0,6.9,2.2,1.02,4.9,2.8,7.6,9.4,13.7
S=c1nc(-c2ccccc2)n(CCCn2ccnc2)c2c1CCCC2,-2.0,-5.8,0.8,1.21,3.3,2.8,7.1,6.6,-5.6
Cc1ccc(-n2c(Cc3cccn3C)nnc2SCC(=O)NC2CCCCC2)cc1,0.8,4.6,0.7,1.01,2.8,4.8,1.8,8.4,5.9
Cc1ccc(-c2nnn(CC(=O)Nc3cccc4c3CCCC4)n2)o1,-0.3,22.8,-2.1,1.04,-3.2,-14.3,5.0,-0.2,3.7
CC1(C)Cc2c(C#N)c(N3CCCC3)nc(-c3ccco3)c2CO1,5.6,-0.9,2.0,1.05,2.8,0.0,-1.7,7.2,1.8
COc1cccc(N(C(=O)c2cccs2)c2nc3ccccc3s2)c1,-7.3,10.6,-1.9,1.02,6.6,0.6,5.0,-1.2,15.9
N=C1C(c2ccccc2)=C(O)CN1c1ccccc1N1CCOCC1,-81.3,7.9,-4.5,1.04,1.0,1.7,5.1,-11.3,-8.9
COc1cc(-c2nnn(CC(=O)NC3CCS(=O)(=O)C3)n2)ccc1OCc1ccccc1 (stereo not given),-28.3,22.9,0.0,1.02,4.2,-16.7,-5.2,7.1,3.8
CN(C1CCCCC1)S(=O)(=O)c1ccc(Cl)c(C(=O)O)c1,-22.2,48.3*,7.3,1.02,1.0,1.0,0.2,-12.2,17.2
CCOC(=O)c1ccccc1NC(=O)c1cccc2c1C(=O)N(C1CCN(C(=O)OCC)CC1)C2,10.8,17.4,4.7,1.01,7.8,-1.6,11.6,50.6,-0.3
Cc1cc(C)n(-c2nc3c(c(=O)[nH]c(=O)n3C)n2CC(O)COc2ccccc2)n1 (stereo not given),-67.0,-1.1,2.1,1.07,-3.5,2.8,-7.3,-1.6,-22.3
COC(=O)c1cc(Cl)c(N)cc1OC,16.8,0.0,-1.1,1.04,2.7,-0.7,9.9,9.6,-2.9
CC1(C)CC(=O)C2=C(C1)Nc1[nH]n(-c3ccccc3)c(=O)c1C2c1ccc2c(c1)OCO2 (stereo not given),5.6,19.6,2.4,1.24,2.5,-2.3,-4.4,-4.0,8.2
O=C(OCCCc1ccncc1)c1ccc(S(=O)(=O)N2CCOCC2)cc1,-43.9,12.8,6.9,0.98,2.6,1.1,4.2,-3.2,8.1
O=C(CN1CCN(CCC(=O)Nc2ccccc2F)CC1)Nc1ccc(Cl)cc1,1.5,2.7,2.7,0.99,5.1,3.7,-1.0,6.2,13.9
O=C(CN(c1ccc(F)cc1)S(=O)(=O)c1ccc2c(c1)OCCO2)Nc1ccc2c(c1)OCO2,15.0,2.7,3.2,0.99,9.8,-16.1,4.5,13.2,4.8
Nc1nc(C2CC2)c(Sc2sc(N)nc2C2CC2)s1,5.2,17.4,3.7,1.01,2.2,-15.4,8.1,9.9,4.3
CCOC(=O)C1CCCN(C(=O)CNS(=O)(=O)c2ccc(Br)s2)C1 (stereo not given),-0.8,-2.0,2.4,0.98,-0.2,1.5,13.3,3.4,13.8
O=C(Nc1cccnc1)Nc1ccccc1Cl,13.1,1.7,0.9,0.99,1.0,11.3,5.9,9.1,-2.5
Cc1cc(C(=O)COc2ncnc3sccc23)c(C)n1C,14.5,11.3,3.3,1.01,6.8,5.0,13.3,8.2,10.9
CCC(=O)Nc1cccc(NC(=O)CN2CCN(c3ccccc3OC)CC2)c1,12.6,5.2,3.6,1.03,5.3,1.3,9.4,12.3,15.6
Cc1nc2ccccc2c(=O)n1/N=C/c1cn(-c2ccccc2)nc1-c1cccs1,14.3,-3.4,-1.0,1.03,3.9,-12.2,5.0,9.7,-6.8
Cc1cc(NC(=O)c2ccccc2)sc1C,10.2,7.2,3.1,1.05,3.6,4.5,9.6,10.5,7.3
Nc1nc(SCc2ccccc2)ns1,1.1,21.6,2.3,1.04,0.5,0.4,2.3,7.2,12.7
COc1ccc(NC(=O)C(c2ccc(OC)cc2)N(C)C(=O)CNC(C)=O)cc1 (stereo not given),-20.6,-7.0,-1.9,0.97,1.3,3.4,1.2,-12.7,-0.1
Cc1cc(=O)n(CCO)c(O)c1C#N,-13.8,1.5,-3.0,1.01,-1.5,-9.0,5.4,-16.1,1.8
CC12CCC(C(=O)n3c1nc1ccccc13)C2(C)C (stereo not given),5.2,3.1,-4.7,0.99,6.3,3.5,4.8,1.3,-2.0
Cc1nc2ccccc2c(=O)n1NC(=O)c1c(O)c2ccccc2n(C)c1=O,-32.6,10.6,8.3,1.03,3.5,0.5,-10.1,-13.7,.
COCCNC(=O)CCn1c(=O)oc2ccccc21,-2.6,-9.5,-3.5,0.99,-1.1,4.3,2.2,1.4,-16.3
O=C(O)c1ccc(COc2ccc(Cl)cc2)o1,-17.9,-9.2,1.3,0.98,-8.1,-0.6,-4.1,4.7,-1.9
CC(=O)Nc1cc2c(cc1NC(=O)Cn1nc(-c3ccccc3F)ccc1=O)OCCO2,19.2,-5.8,0.0,0.99,5.4,-4.7,3.5,16.5,1.5
CCOC(=O)C1CCN(C(=O)Nc2ccc3oc(C)nc3c2)CC1,0.6,5.4,4.5,1.02,0.5,4.4,8.8,1.3,11.7
Cc1nc(C)c(C(=O)C2=C(O)C(=O)N(CCCN(C)C)C2c2ccco2)s1 (stereo not given),2.6,10.1,1.8,1.11,1.2,2.8,0.0,2.4,6.3

# Some values from the list.
# Cc1cc(C(=O)COc2ncnc3sccc23)c(C)n1C | CatL block = 11.3
# O=C(O)c1ccc(COc2ccc(Cl)cc2)o1 | C1s inh = -17.9

# Next entries.
SMILES,C1s inh,CatL block,CatB block,A340 absorber,CatB mix inh,FXIIa mix inh,FXIa mix inh,CatG inh,CatS block
CCOC(=O)c1ccc(Nc2cc(C)nc3ncnn23)cc1,1.8,6.3,2.5,1.04,7.4,-0.3,10.3,1.4,15.1
CCN(CC)CCCN1C(=O)C(O)=C(C(C)=O)C1c1ccc(OC)cc1OC (stereo not given),-21.4,.,2.4,1.06,-0.4,13.1,4.6,-6.3,0.5
c1ccc(-c2nnc3sc(-c4ccncc4)nn23)cc1,3.5,7.5,-0.7,1.11,-3.6,2.3,5.4,1.0,10.5
CCOC(=O)CSC1=Nc2ccccc2C2=NC(CC(=O)NCc3ccc4c(c3)OCO4)C(=O)N12 (stereo not given),-30.7,.,-1.9,1.02,2.9,4.7,-0.1,-3.4,-8.3
Clc1ccc(C2=Nn3c(nnc3-c3n[nH]c4c3CCC4)SC2)cc1Cl,5.0,-3.3,-2.9,1.02,6.3,3.7,11.9,1.0,-3.8
Cc1ccc(S(=O)(=O)Nc2c(C)n(C)n(-c3ccccc3)c2=O)cc1C(=O)NCc1ccccn1,2.9,0.1,3.1,1.01,2.7,2.9,3.9,-0.7,6.8
N#Cc1cccc(NC(=O)COc2ccc(-n3ccnc3)cc2)c1,-9.5,0.0,7.1,1.02,0.7,-0.6,3.0,5.9,-5.1
COc1ccc2oc(C(=O)C3CC3)c(N)c2c1,-51.9,-6.2,7.2,1.13,-2.7,-2.3,-14.9,-16.0,1.6
Cn1c(SCC(=O)N2CCOCC2)nnc1-c1cccc(NC(=O)c2ccccc2)c1,11.5,-8.3,0.4,0.99,-0.8,-0.1,2.9,12.7,12.1
Cc1ccc2nsnc2c1S(=O)(=O)Nc1cccc2nsnc12,0.6,-7.8,-3.8,1.06,0.9,3.6,5.6,-5.5,0.6
NC(=O)c1ccc2c(c1)OCCO2,-3.8,10.0,-6.2,1.02,2.4,5.7,7.2,-0.9,-3.0
O=C(O)c1ccc(COCC(F)(F)C(F)F)o1,-2.6,-4.5,-0.4,1.06,1.8,6.7,-2.0,5.2,-2.7
O=C(Cn1nc(-c2ccccc2)ccc1=O)N1CCOCC1,2.7,14.2,1.9,1.03,-0.6,10.9,1.9,1.4,8.2
O=C(CSc1nc2ccc(S(=O)(=O)N3CCOCC3)cc2[nH]1)N1CCOCC1,8.4,12.1,4.4,1.05,-1.5,-9.6,3.9,8.5,4.4
COCCCNC(=O)COc1cc(C)c(Cl)c(C)c1,-0.4,.,1.2,1.07,-0.8,-6.5,5.9,-2.6,2.3

# Two successive records out of the list so far:
SMILES,C1s inh,CatL block,CatB block,A340 absorber,CatB mix inh,FXIIa mix inh,FXIa mix inh,CatG inh,CatS block
CCOC(=O)c1ccc(Nc2cc(C)nc3ncnn23)cc1,1.8,6.3,2.5,1.04,7.4,-0.3,10.3,1.4,15.1
CCN(CC)CCCN1C(=O)C(O)=C(C(C)=O)C1c1ccc(OC)cc1OC (stereo not given),-21.4,.,2.4,1.06,-0.4,13.1,4.6,-6.3,0.5

# Later entries.
SMILES,C1s inh,CatL block,CatB block,A340 absorber,CatB mix inh,FXIIa mix inh,FXIa mix inh,CatG inh,CatS block
C=CCn1c(CC(=O)Nc2cccc(OC)c2)nnc1SCC(=O)NC1CCCCC1,-2.4,0.0,-2.0,1.04,-3.2,2.9,3.8,-3.2,-1.5
CCN(CC)CCNC(=O)c1ccc2c(=O)n(CCc3ccccc3)c(=O)[nH]c2c1,-0.4,1.1,4.4,1.06,0.7,5.1,-2.8,6.7,-6.0
COc1c(S(=O)(=O)N2CCCC2)ccc(Cl)c1Cl,3.8,-1.6,1.3,1.08,-3.5,10.2,10.9,3.5,1.3
COc1cc(C2=NOC(C(=O)Nc3ccc(C)cc3)C2)cc(OC)c1OC (stereo not given),2.6,4.1,1.0,0.99,-1.0,-19.2,11.0,1.2,0.6
O=C(NC1CCCC1)C(c1ccccn1)N(C(=O)c1csnn1)C1CC1 (stereo not given),11.1,20.8,2.4,1.01,1.6,3.1,5.0,10.1,-0.8
O=C(CSc1nnc2ccccn12)Nc1ccccc1C(=O)NC1CC1,-7.3,4.0,-2.6,1.01,7.9,4.0,1.6,-0.7,2.8
Cn1cccc1-c1nc2ccc(NC(=O)c3ccccc3)cc2[nH]1,-35.4,.,6.2,1.09,0.5,1.9,5.6,-2.7,0.0
CCC(C)NC(=O)C1=C(C)C(=O)OC12CCC(C)CC2 (stereo not given),-17.9,.,-2.2,1.02,-0.6,-7.7,7.8,-2.5,31.4

# These rows are one share of the data. The share of hits here may be higher or lower than overall.
